Pf apPOL block – Pf-apPOL DNA polymerase inhibition. Recombinant Pf-apPOL, molecular beacon fluorescence, 1.5 h. inhibition, % at 10 µM. 210,000 compounds, 0.25% hits. AID 1794808
mHTT-CaM PPI inh – disrupts binding of mutant huntingtin to calmodulin. P42858. AlphaScreen His-mHTT/GST-CaM binding, luminescence. inhibition, % at 15 µM. 190,000 compounds, 3.6% hits. AID 1671202;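 further: 0% = both proteins with DMSO and 100% = one protein alone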
Target sequence (P42858 whole entry, looked up, stated change not applied): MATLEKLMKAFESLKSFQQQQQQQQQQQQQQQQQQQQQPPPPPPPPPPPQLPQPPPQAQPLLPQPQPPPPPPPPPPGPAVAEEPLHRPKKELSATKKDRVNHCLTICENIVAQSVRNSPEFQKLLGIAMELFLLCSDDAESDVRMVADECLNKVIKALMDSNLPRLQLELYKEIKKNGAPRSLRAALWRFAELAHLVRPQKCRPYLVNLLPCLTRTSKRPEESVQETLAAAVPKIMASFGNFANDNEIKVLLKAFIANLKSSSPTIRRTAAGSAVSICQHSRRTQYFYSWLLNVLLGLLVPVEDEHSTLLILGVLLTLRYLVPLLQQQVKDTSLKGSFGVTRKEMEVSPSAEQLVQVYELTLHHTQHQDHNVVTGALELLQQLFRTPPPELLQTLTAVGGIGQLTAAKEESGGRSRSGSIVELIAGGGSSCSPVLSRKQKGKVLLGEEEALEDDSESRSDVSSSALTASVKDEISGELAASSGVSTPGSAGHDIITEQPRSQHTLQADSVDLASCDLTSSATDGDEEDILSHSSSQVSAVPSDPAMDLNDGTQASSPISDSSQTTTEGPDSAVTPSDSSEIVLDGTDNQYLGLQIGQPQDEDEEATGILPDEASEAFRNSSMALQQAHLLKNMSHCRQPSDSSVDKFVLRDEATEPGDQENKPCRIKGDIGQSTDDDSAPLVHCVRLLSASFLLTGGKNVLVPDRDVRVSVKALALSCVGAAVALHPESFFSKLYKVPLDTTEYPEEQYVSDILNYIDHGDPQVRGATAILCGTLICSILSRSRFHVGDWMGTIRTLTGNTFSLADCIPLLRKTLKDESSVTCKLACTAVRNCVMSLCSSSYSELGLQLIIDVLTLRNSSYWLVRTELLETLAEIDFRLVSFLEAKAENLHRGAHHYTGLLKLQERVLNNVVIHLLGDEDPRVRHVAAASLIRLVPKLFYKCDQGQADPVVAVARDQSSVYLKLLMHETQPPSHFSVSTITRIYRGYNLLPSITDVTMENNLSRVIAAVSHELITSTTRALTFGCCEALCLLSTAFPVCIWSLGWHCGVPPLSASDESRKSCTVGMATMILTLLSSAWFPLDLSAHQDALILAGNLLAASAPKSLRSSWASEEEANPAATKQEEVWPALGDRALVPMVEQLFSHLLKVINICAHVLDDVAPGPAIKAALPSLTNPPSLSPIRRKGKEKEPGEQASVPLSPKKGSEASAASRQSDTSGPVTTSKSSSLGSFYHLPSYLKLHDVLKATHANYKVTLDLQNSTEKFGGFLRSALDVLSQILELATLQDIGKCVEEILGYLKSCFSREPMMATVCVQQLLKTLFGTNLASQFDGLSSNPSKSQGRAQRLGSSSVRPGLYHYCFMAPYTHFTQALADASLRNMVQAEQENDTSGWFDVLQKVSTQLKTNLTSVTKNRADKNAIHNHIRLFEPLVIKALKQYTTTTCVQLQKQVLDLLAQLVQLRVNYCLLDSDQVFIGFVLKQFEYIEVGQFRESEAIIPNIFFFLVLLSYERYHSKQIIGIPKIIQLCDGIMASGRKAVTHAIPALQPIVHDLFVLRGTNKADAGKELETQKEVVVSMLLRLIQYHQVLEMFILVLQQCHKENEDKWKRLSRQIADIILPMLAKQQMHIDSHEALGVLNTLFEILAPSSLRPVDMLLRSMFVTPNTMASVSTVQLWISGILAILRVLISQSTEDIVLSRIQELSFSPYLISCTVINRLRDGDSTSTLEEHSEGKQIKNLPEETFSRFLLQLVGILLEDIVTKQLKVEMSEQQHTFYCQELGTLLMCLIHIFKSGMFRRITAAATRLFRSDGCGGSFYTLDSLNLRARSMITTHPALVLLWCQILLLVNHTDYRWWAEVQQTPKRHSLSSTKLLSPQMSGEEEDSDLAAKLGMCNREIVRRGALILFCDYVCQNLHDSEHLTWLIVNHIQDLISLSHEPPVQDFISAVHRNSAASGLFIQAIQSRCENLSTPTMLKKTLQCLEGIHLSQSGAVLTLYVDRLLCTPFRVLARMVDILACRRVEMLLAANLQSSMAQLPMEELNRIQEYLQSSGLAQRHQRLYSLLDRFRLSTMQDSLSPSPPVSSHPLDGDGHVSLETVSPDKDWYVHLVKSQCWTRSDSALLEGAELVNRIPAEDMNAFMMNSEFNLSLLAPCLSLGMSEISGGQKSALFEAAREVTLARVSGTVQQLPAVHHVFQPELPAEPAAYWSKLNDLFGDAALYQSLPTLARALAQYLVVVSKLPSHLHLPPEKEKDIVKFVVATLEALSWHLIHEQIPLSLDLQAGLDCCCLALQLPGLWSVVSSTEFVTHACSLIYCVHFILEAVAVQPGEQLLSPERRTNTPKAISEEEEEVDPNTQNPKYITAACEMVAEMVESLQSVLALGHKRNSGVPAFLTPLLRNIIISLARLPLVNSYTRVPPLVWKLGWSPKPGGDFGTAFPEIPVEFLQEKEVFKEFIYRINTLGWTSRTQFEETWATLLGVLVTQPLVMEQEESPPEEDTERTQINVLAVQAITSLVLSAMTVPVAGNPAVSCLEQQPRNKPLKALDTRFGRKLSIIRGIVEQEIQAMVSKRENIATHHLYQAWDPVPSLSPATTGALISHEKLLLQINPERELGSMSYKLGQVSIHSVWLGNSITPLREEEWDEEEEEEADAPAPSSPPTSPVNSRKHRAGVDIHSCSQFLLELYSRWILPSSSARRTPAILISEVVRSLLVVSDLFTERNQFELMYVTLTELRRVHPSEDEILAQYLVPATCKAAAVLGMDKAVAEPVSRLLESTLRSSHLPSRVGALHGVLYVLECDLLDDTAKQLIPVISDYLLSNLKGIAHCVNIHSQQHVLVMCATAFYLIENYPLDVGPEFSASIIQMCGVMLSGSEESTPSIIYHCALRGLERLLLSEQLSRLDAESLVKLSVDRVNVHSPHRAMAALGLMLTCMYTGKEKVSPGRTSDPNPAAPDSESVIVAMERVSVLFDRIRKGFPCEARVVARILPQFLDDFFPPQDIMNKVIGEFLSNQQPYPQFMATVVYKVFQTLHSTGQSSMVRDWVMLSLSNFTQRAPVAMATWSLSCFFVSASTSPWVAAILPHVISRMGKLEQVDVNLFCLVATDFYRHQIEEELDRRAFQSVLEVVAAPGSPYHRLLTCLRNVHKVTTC
* hit, by the source's call; . = not tested or not shown; & = joins results of further samples. No stated cut-off is given here; in the data, active means inhibition above about 50%; inactive means the rest.

SMILES | Pf apPOL block | mHTT-CaM PPI inh
Cc1ccc(S(=O)(=O)N2CCC(c3nc(CNC(=O)C4CC4)cs3)CC2)cc1F | -4 | -8
CCCCOc1ccc(S(=O)(=O)N2CCSC2c2ccc(OC)cc2)cc1 (stereo not drawn) | -5 | -47
COc1cccc(CNc2cccc(Cl)c2C)c1OC | 1 | -44
N#CCn1cc(/C=C2\C(=O)NC(=O)N(c3ccc4c(c3)OCO4)C2=O)c2ccccc21 | -2 | 35
Cc1ccc(S(=O)(=O)Nc2c(C)cc(O)cc2C)cc1 | -2 | -7
O=[N+]([O-])c1ccc(C=Cc2ccc([N+](=O)[O-])cc2S(=O)(=O)O)c(S(=O)(=O)O)c1 | 3&10 | .
Cc1ccc(CN(CC(=O)NCc2ccncc2)S(=O)(=O)c2ccc(C)cc2)cc1 | -3 | 8
Cc1ccc(NC(=O)C2c3ccccc3C(=O)N3CCc4ccccc4C23)c(Br)c1 (stereo not drawn) | -2 | 15
COc1ccc(NC(=O)CCN2C(=O)c3ccc([N+](=O)[O-])cc3C2=O)c(OC)c1 | -2 | -11
CCc1ccccc1NC(=O)c1ccc(-n2nncc2C)cc1 | 0 | -12
Cc1sc2ccn(C)c(=O)c2c1C(=O)N(C)Cc1ccccc1 | -5 | 15
Cn1c2c(c(=O)n(C)c1=O)CN(Cc1ccco1)CN2 | 9 | -4
CCOC(=O)c1csc(NC(=O)CSc2cc(OC)ccc2OC)n1 | -10 | .
COc1ccc(C2Cn3nnc(C(=O)NCc4ccc(F)cc4Cl)c3CO2)cc1 (stereo not drawn) | -1 | 0
COc1cc(/C=C2/N=C(c3cccc([N+](=O)[O-])c3)OC2=O)cc(OC)c1OC | 5 | 2
O=C(Nc1nc2ccccc2[nH]1)C1CCCO1 (stereo not drawn) | -8 | 5
CCOC(=O)c1cnc2c(F)ccc(F)c2c1Oc1cncc(Cl)c1 | -7 | .
Fc1cc(F)cc(-c2nnc(Cc3nc(-c4cccc(C(F)(F)F)c4)no3)o2)c1 | -6 | -11
Cc1ccc(CN2CC(=O)N(CCc3ccccn3)C(c3cccs3)C2=O)cc1 (stereo not drawn) | 0 | 14
O=C(Nc1nc2c(s1)CN(C(=O)COc1ccccc1)CC2)c1cnccn1 | 11 | 9
CCn1nnc2c(Nc3cccc(C(C)=O)c3)ncnc21 | 2 | -1
Cc1ccc(-n2[nH]c3c(cnc4ccc(C(=O)NCc5ccccc5F)cc43)c2=O)cc1 | -2 | 38
Cc1cc(C)nc(NS(=O)(=O)c2ccc(N=Cc3cc(Cl)cc(Cl)c3O)cc2)n1 | 0 | 18
C=CCOC(=O)COc1ccc2c(c1)OC(=Cc1ccc(OC)cc1OC)C2=O | -6 | -4
Clc1ccccc1-c1nc(-c2cccnc2)no1 | -3 | -30
O=C(NCCN1CCOCC1)C12CC3CC(CC(C3)C1)C2 | -3 | -9&-8
CCOc1ccccc1NC(=O)Cc1ccc(OC)cc1 | 0 | -5
CN(C)S(=O)(=O)NCCn1nc(-c2ccccn2)n(C)c1=O | -9 | -13
Cc1ccc(C2=NNC(c3ccccc3)=Nc3ccccc32)cc1 | . | -4
Cc1ccccc1CC(=O)N1CCC2(CC1)NC(=O)c1ccc(Cl)cc1N2 | 1 | 4
O=C(NCc1ccco1)c1ccc(-c2ccc(Cl)cc2Cl)o1 | -4 | -3
OC(COCCC12CC3CC(CC(C3)C1)C2)CN1CCN(c2ccccc2)CC1 (stereo not drawn) | 0 | 55*
Cc1nc2n(c(=O)c1C)CCN2CCOc1ccccc1 | -3 | -26
CCOC(=O)C(C#N)=CN(CC)CC(O)CC (stereo not drawn) | 2 | .
COc1ccc(OC)c(NC(=O)C(C(C)C)N2C(=O)c3ccccc3C2=O)c1 (stereo not drawn) | -10 | 12
Cc1nn(-c2ccccc2)c2sc(C(=O)Nc3ccccc3F)cc12 | 3 | 7
CCC(CC)C(=O)N1CCC(COc2ccccc2C(=O)N2CCCCC2)CC1 | 3 | -4
CCC(C)Sc1nc2c(c(=O)n1-c1ccccc1)SCC2 (stereo not drawn) | -2 | 27
Cc1ccc2c(c1)C(=O)NC1(CCN(C(=O)NCc3ccc(F)cc3)CC1)N2C | -8 | -4
CSc1ccccc1NC(=O)c1cc(-c2cccs2)nn1C | -5 | -30
COc1ccc(NC(=O)N2CCC(CCOc3ccccc3)CC2)cc1 | -2 | 4
CCc1cccc(C)c1NC(=O)CSc1nc2c(c(=O)n(C)c(=O)n2C)n1C | -4 | 3
Clc1cccc(CNc2cc3c(cc2Br)OCCO3)c1 | -4 | 88*
CN(CC(=O)N1N=C(c2ccccc2F)CC1c1cccs1)C(=O)C1CCCC1 (stereo not drawn) | -2 | 5
CCCCn1ncc(O)c(Cl)c1=O | 3 | 0
O=C(NC1CCCC1)c1nc(-c2ccc(N3CCCC3)cc2)no1 | 0 | -8
c1ccc(Sc2ncnc3c2oc2ccccc23)cc1 | -6 | -18&-10
Cc1cccc(C)c1NC(=O)C(C)N (stereo not drawn) | 8 | .
COc1ccc(-c2c(C#N)c(N)n3c(nc4ccccc43)c2C#N)cc1 | -1 | 94*
CCOc1ccccc1NC(=O)c1ccc(F)c(S(=O)(=O)NCc2cccs2)c1 | -5 | 3
Cn1ncc(C(=O)N=S(C)(=O)c2ccccc2)c1[N+](=O)[O-] (stereo not drawn) | -6 | .
O=C1NC(c2ccc(F)cc2)=NC2CCN(C(=O)Cc3ccccc3)CC12 (stereo not drawn) | 3 | 4
O=C1C2C3c4ccccc4C(c4ccccc43)C2C(=O)N1CCOCc1ccccc1 (stereo not drawn) | -11 | 0
CCOc1ccc(NC(=O)CN(c2ccccc2OC)S(C)(=O)=O)cc1 | -2 | 0
COc1ccc(-c2nc3c(c(=O)[nH]2)CCN(C(=O)c2ccc(OC)cc2OC)C3)cc1 | -3 | -4
CC1(C(=O)NCc2cccc(F)c2)CCCN(S(=O)(=O)c2cccc3nsnc23)C1 (stereo not drawn) | -9 | 5
Cc1c(C(=O)N2CCC3(CC2)OCCO3)sc2ncn(C)c(=O)c12 | -3 | -4
O=C(c1ccsc1)N1CCCn2cc(-c3ccccc3F)nc21 | 5 | 17
C=CCn1c(SCC(=O)Nc2nccs2)nc2sc(C)cc2c1=O | 2 | 0
O=C(C1=C(O)C(=O)N(c2ncccn2)C1c1ccccc1F)c1ccco1 (stereo not drawn) | -3 | 0

Copied from the entries so far (five entries):
SMILES | Pf apPOL block | mHTT-CaM PPI inh
CC1(C(=O)NCc2cccc(F)c2)CCCN(S(=O)(=O)c2cccc3nsnc23)C1 (stereo not drawn) | -9 | 5
Cc1c(C(=O)N2CCC3(CC2)OCCO3)sc2ncn(C)c(=O)c12 | -3 | -4
O=C(c1ccsc1)N1CCCn2cc(-c3ccccc3F)nc21 | 5 | 17
C=CCn1c(SCC(=O)Nc2nccs2)nc2sc(C)cc2c1=O | 2 | 0
O=C(C1=C(O)C(=O)N(c2ncccn2)C1c1ccccc1F)c1ccco1 (stereo not drawn) | -3 | 0

Going on with the list:
SMILES | Pf apPOL block | mHTT-CaM PPI inh
CS(=O)(=O)N1CCN(CCNC(=O)c2ccc3nc[nH]c3c2)CC1 | -3 | -19
CC(C)(C)N=C1Nc2ccccc2CNC12CCN(C(=O)Cc1cccs1)C2 (stereo not drawn) | 8 | 26
Cc1cc(N2CCN(C(=O)c3c(F)c(F)cc(C)c3Cl)CC2)c(F)cc1[N+](=O)[O-] | -7 | -1
O=C(CS(=O)(=O)c1cccc2nsnc12)Nc1ccc(Cl)cc1 | -2 | 1
Cc1c(NC(=O)COc2ccc(Br)cc2)cccc1-c1nc2ncccc2o1 | 3 | 3
O=C(CSc1ccc(Br)cc1)Nc1ccc(OC(F)(F)F)cc1 | -2 | .
CC(=O)Nc1ccc(C(=O)CSc2nc3ccccc3c(=O)[nH]2)cc1 | 3 | -2
O=C(Nc1ccc(Oc2ccc(Cl)cc2)cc1)c1cc2cc([N+](=O)[O-])ccc2oc1=O | -9 | 2
Cc1nc(-c2ccc(S(=O)(=O)N3CCN(c4ncnc5scc(-c6ccccc6)c45)CC3)s2)cs1 | 1 | .
O=C1CSC(c2cc3c(cc2[N+](=O)[O-])OCO3)N1C1CCCCC1 (stereo not drawn) | 0 | 19
CCOc1cc(/C=C2\NC(=O)NC2=O)cc(Cl)c1OCc1ccc([N+](=O)[O-])cc1 | -3 | 74*
Cc1ccccc1-n1nc2c(c1NC(=O)COc1ccc(Cl)cc1)CS(=O)C2 (stereo not drawn) | -4 | 10
CC(C)NS(=O)(=O)c1cc(C(F)(F)F)ccc1/C=C/C(=O)O | -7 | -4
CCC(=O)N1CCc2cc(N3CC(C(=O)Nc4ccc(C)cc4C)CC3=O)ccc21 (stereo not drawn) | -1 | 0
O=c1[nH][nH]c(=S)n1Cc1ccccc1 | 28 | .
Cc1nnnn1-c1nc(-c2ccc(Cl)cc2)cc(C(F)(F)F)n1 | -8 | -8
COc1cc([N+](=O)[O-])cc(CN2CCN(Cc3ccccc3)CC2)c1O | 1 | 1
COC(=O)C1CN(C2CC2)CCS(=O)(=O)N1Cc1cn(Cc2ccc(C)cc2)nn1 (stereo not drawn) | -2 | 7
O=C(CCC1CCCC1)N1CCC(c2ccn3ncc(C(=O)N4CCCCC4)c3c2)CC1 | -7 | 8
CCn1c(=O)c(N2CCC(NC(=O)Nc3cc(C)ccc3OC)CC2)nc2ccccc21 | -7 | -5
COc1cccc(C2C3=C(CC(C)(C)CC3=O)OC(N)=C2[N+](=O)[O-])c1 (stereo not drawn) | 1 | 5
COc1ccc(-c2csc(Nc3ncccc3C)n2)cc1C | 5 | 26
COc1ccc2nc(N=C(N)N)nc(C)c2c1 | -5 | 1
COc1cc(OC)c(NC(=O)C(C)Oc2ccccc2)cc1Cl (stereo not drawn) | -6 | -23
O=C1CC(C(=O)N2CCN(c3ccc(F)cc3)CC2)c2ccccc21 (stereo not drawn) | -6 | -6
Cc1nn2c(=O)/c(=C/c3ccc(F)cc3)sc2nc1=O | -2 | -4
O=C(Nc1ccc2c(N3CCCCC3)ncnc2c1)c1ccc(Br)o1 | -2 | 46
CN1CCCN(Cc2ccc(Br)s2)CC1 | -4 | -9
O=C(Nc1ccccc1)c1cccc(S(=O)(=O)N2CCCCC2)c1 | 2 | -2
COc1ccc(C=C2C(=O)c3ccccc3C2=O)cc1 | 17 | 10
CC(C)CC(=O)Nc1ccc2c(c1)CC(C(=O)NCCCc1ccccc1)CO2 (stereo not drawn) | -7 | -8
Cc1ccc(C)c(CN2C(=O)NC3(CCN(C(=O)c4cc(Cl)ccc4F)CC3)C2=O)c1 | -7 | 16
CCNC(=O)c1cccc(-c2nc(-c3ccccc3)no2)c1 | -11 | -9
Cc1nc(C(C)C)c(Cc2ccc(F)cc2)c(N2CCN(C(=O)C3CC3)CC2)n1 | -3 | 26
COc1ccc(NC(=O)c2ccc3c(c2)N(S(C)(=O)=O)CC3)c(C)c1 | -1 | 2
CCc1ccc2ncc(C#N)c(N3CCC(C(=O)Nc4ccccc4)CC3)c2c1 | 0 | -4
Cc1cc(N2CCCCC2)nc2ccc(NC(=O)/C=C/c3cccs3)cc12 | -5 | 33
Cn1nccc1C(=O)N1CCCC1c1nc(-c2cccc(C(F)(F)F)c2)no1 (stereo not drawn) | -4 | 8
C=CCNC(=O)c1cc([N+](=O)[O-])cc2c1-c1ccc([N+](=O)[O-])cc1C2=O | 2 | .
Cc1ccc(CNC(=O)CC2CCN(S(=O)(=O)c3cccs3)CC2)cc1 | 4 | -2
CCOc1ccc(C(=O)N2CCC3(CC2)NC(=O)c2ccc(F)cc2N3C)cc1 | -1 | -3
CC(C)CCNC(=O)C1CCN(c2cnn(C)c(=O)c2)CC1 | -5 | -9
O=C(Nc1ccc(Br)cc1F)NC1CCCCC1 | 2 | -7
CN(C(=O)c1ccccc1Cl)c1ccccc1 | 4 | -11
Cc1cc(OCC(=O)Nc2cccnc2)cc(C)c1Cl | -6&24 | -1&5

Single records, as listed above. Order of screens: Pf apPOL block | mHTT-CaM PPI inh
`Cc1cc(OCC(=O)Nc2cccnc2)cc(C)c1Cl` is listed as -6&24 | -1&5
`CCNC(=O)c1cccc(-c2nc(-c3ccccc3)no2)c1` is listed as -11 | -9
`Cc1nc(C(C)C)c(Cc2ccc(F)cc2)c(N2CCN(C(=O)C3CC3)CC2)n1` is listed as -3 | 26
`CCOc1ccc(C(=O)N2CCC3(CC2)NC(=O)c2ccc(F)cc2N3C)cc1` is listed as -1 | -3

Later entries.
SMILES | Pf apPOL block | mHTT-CaM PPI inh
CCc1cc(C2CCCN2C(=O)Nc2cc(C)ccc2C)on1 (stereo not drawn) | -5 | -8
O=c1cc(-c2ccccc2)[nH]c2ccc(F)cc12 | -4 | 1
COc1ccc(S(=O)(=O)c2ccc(OC)c(OC)c2)cc1OC | . | -6
COc1ccccc1C1CC(c2ccc(C)cc2)=NN1C(=O)CN1CCOCC1 (stereo not drawn) | -5 | 50
CCCCNC(=O)CCN1N=C(c2ccccc2)CCC1=O | -20 | -6
Cc1ccc(-c2nnc3c(n2)c(=O)n(C)c(=O)n3C)o1 | . | 6
COc1ccc(NC(=O)Cc2ccc(S(C)(=O)=O)cc2)c([N+](=O)[O-])c1 | 3 | -8
CCCCOc1ccc(NC(=O)Nc2ccc3c(c2)CCC(=O)N3)cc1 | -5 | 6
CSC(=NCc1c(N)cccc1F)NC#N | -7 | .
O=C(Nc1nc2ccccc2s1)c1cccc(Br)c1 | -6 | -13
O=c1nc(-c2ccc(Cl)cc2)nc(-c2ccc(Cl)cc2)[nH]1 | -1 | .
Cc1ccc2c(c1)N(C(=O)Cn1cnc3c(oc4ccccc43)c1=O)CCO2 | -5 | 0
